# GRIN3A LBD mod = modulates the human NR3A ligand-binding domain | NR3A LBD differential scanning fluorimetry, Tm shift; 0% = protein alone, 100% = glycine-bound protein | Tm shift relative to glycine control, % at 25 µM | 340,000 compounds, 2.5% hits | AID 1259313;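 active means melting temperature shift of at least 10% of the positive control shift, at one fixed dose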
# ATG4B inh = ATG4B (human) cysteine protease inhibition | inhibition, % at 8.33 µM | Q9Y4P1 | ATG4B cleavage of LC3-PLA2, NBD-HPC fluorescence, 1 h | 340,000 compounds, 0.51% hits; in the data active means inhibition above about 40%
# Target sequence (Q9Y4P1 whole entry, looked up): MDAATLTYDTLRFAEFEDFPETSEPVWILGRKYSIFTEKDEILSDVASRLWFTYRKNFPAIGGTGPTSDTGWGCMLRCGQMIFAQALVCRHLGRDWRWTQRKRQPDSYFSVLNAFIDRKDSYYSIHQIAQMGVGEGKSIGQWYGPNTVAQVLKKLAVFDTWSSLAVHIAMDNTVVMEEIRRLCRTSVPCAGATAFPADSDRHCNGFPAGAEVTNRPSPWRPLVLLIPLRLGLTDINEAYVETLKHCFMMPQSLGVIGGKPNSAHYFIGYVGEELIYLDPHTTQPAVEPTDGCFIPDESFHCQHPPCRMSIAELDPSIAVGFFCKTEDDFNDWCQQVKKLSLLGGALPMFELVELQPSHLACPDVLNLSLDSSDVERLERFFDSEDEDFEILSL
# SENP6 block = blocks the human protease SENP6. Q9GZR1. inhibition, % at 10 µM. Recombinant SENP6 catalytic domain, aminoluciferin luminescence. 330,000 compounds, 1.8% hits;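 active means inhibition above about 50% at the single tested dose, limit read from the data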;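 further: plate controls were DMSO wells with enzyme for no effect and DMSO wells lacking enzyme for full effect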
# MPTP inh = inhibitors of mitochondrial permeability transition pore; isolated mouse mitochondria, Ca2+ swelling absorbance, 30 min; inhibition, % at 10 µM; 360,000 compounds, 1.4% hits;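 active means inhibition of 50% or more, scaled per plate between neutral and stimulator controls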;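 further: 0% = DMSO wells given calcium and 100% = 1 mM EGTA wells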
# SENP7 inh = SENP7 protease inhibition; recombinant SENP7, Z-RLRGG-aminoluciferin luminescence, 40 min; 330,000 compounds, 1.5% hits; AID 434973; inhibition, % at 5 µM; Q9BQF6;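 active means inhibition above about 50% at the single test dose, limit read from the data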;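 further: plate controls were DMSO with enzyme for no effect and no enzyme buffer wells for full effect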
# Target sequence (Q9BQF6 706-1050 limits assumed): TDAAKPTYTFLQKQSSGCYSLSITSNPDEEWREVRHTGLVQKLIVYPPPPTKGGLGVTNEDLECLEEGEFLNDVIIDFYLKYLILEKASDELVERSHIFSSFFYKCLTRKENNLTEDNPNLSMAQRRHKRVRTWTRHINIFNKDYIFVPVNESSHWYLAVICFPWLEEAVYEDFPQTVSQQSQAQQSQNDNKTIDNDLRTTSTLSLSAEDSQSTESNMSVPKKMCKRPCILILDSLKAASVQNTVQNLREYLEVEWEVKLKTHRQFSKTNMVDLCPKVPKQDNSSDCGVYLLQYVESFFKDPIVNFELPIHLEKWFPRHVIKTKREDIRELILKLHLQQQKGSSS
# HKDC1 inhibitor = inhibitors of human hexokinase HKDC1; Q2TB90; recombinant HKDC1, G6PDH/diaphorase resazurin coupled fluorescence; inhibition, % at 20 µM; 340,000 compounds, 0.16% hits; AID 493160;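 active means inhibition above about 35% when tested at 20 µM, limit read from the data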;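 further: plate controls were DMSO wells with enzyme for no effect and DMSO wells lacking enzyme for full effect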
#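 Assay system: recombinant HKDC1 hexokinase; detection: coupled resazurin fluorescence, excitation 525 nm, emission 613 nm; benchmarks: DMSO-plus-enzyme-mix negative control, buffer-substituted positive control; compound dosing: single 20 µM dose; schedule: 90 min at room temperature in dark; also added: glucose plus 1 mM ATP as hexokinase substrates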
# SENP8 block = SENP8 (human) protease inhibition; recombinant SENP8, Nedd8 substrate fluorescence; inhibition, % at 20 µM; 360,000 compounds, 0.64% hits; in the data active means inhibition mostly above about 40%, no sharp cut-off; inactive means mostly below about 27%
# Target sequence (Q96LD8 whole entry, looked up): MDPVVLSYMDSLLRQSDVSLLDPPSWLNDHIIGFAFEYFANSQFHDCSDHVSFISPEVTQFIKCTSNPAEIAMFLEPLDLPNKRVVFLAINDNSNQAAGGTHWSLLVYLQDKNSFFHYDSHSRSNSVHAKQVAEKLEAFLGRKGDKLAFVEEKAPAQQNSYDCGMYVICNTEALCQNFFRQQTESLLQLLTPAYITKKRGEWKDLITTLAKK
# PfG6PD inh = PfG6PD (Plasmodium falciparum) enzyme inhibition | PfGluPho enzyme, NADPH resazurin-diaphorase fluorescence | inhibition, % at 20 µM | 350,000 compounds, 0.78% hits | AID 504690;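 active means inhibition reaching at least a set limit at 20 µM in the primary screen, cut at about 59% in these data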;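 further: 0% = DMSO wells with substrate and 100% = DMSO wells lacking glucose-6-phosphate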
# An asterisk follows results filed as active; . = not tested or not shown.
SMILES,GRIN3A LBD mod,ATG4B inh,SENP6 block,MPTP inh,SENP7 inh,HKDC1 inhibitor,SENP8 block,PfG6PD inh
CCOC(=O)C1CCCN(S(=O)(=O)c2ccc(Br)s2)C1 (configuration not stated),-11,7,3,-0.9,0,-13,17,-5
CCOc1ccccc1N1CCN(S(=O)(=O)c2ccc3c4c(cccc24)C(=O)N3)CC1,-4,5,1,1.1,0,19,-139,36
COc1cccc(CN(C)c2nc(-c3cccs3)nc3ccccc23)c1,-4,7,-5,6.0,-6,-4,-125,3
Cc1c(C(=O)NCc2ccc3c(c2)OCO3)oc2ccccc12,5,-9,7,2.1,-11,2,5,2
COc1ccc(OCCCC(=O)NCCc2ccccc2)cc1,-1,-1,-3,0.5,-6,-15,10,-3
CCCC1CCC(C(=O)n2nc(N)c3cc4ccc(OC)cc4nc32)CC1 (configuration not stated),-1,2,-17,2.2,-6,-3,-56,-2
COc1ccc(C(=O)NC(=S)Nc2cccnc2)cc1OC,-2,-2,5,-0.3,4,-1,-1,1
CCc1nc2ccc(C(=O)NCCc3ccc(OC)cc3)cc2nc1CC,-1,-11,1,-0.9,7,-1,14,5
Cc1ccc(NC(=O)NNC(=O)Cn2nc(-c3ccccc3)c(-c3ccccc3)c(C#N)c2=O)cc1,1,-10,-21,0.8,-10,1,12,-11
COc1ccc(OC)c(/C=N/NC(=O)c2ccc(=O)[nH]n2)c1,0,2,-8,1.1,4,-7,8,10
Cc1cccc(N2CCN(CC(=O)N(C3CCCC3)C3CCS(=O)(=O)C3)CC2)c1C (configuration not stated),0,-7,-8,-0.6,10,0,6,19
CC(C)CCNC(=O)c1sc2ccc(S(=O)(=O)N3CCCCC3)cc2c1N,-4,15,-15,11,-4,1,-169,25
O=C1c2ccc([N+](=O)[O-])cc2NC(c2ccco2)N1/N=C/c1ccco1 (configuration not stated),-1,-7,-16,1.8,20,-1,24,53
Cc1cc(NC(=O)c2cccc(S(=O)(=O)N3CCCCCC3)c2)n(-c2ccccn2)n1,-3,-16,9,1.1,-1,2,21,6
NC(=O)C1CCN(Cc2nc(-c3ccccc3)no2)CC1,0,-8,4,-0.4,6,-11,11,-6
O=C1/C(=C/c2ccco2)SC(=S)N1CCC(=O)N1CCCCC1CCO (configuration not stated),-3,15,18,-0.2,-6,15,38,15
O=C(CN1CCN(C(=O)CNC(=O)c2ccc(N3CCCC3=O)cc2)CC1)Nc1ccccc1Cl,0,-2,5,-0.6,0,-2,7,-19
O=C1CC(c2ccc(Cl)cc2)c2c(O)cc(O)cc2O1 (configuration not stated),-6,3,7,0.2,4,1,6,-18
Oc1ccc(Cl)cc1C1=NNC(c2cc(Br)cc3c2OCOC3)C1 (configuration not stated),-6,6,-15,3.1,-7,-2,-66,-26
COC(=O)Cc1c(CSc2ccccc2)oc2ccc(O)c(CN(C)C)c12,2,2,-9,0.2,1,-1,16,0
COc1ccc(CN2C(=O)c3cccnc3C2=O)cc1S(=O)(=O)N1CC(C)CC(C)C1 (configuration not stated),0,-3,9,0.3,5,-6,2,-26
CC(C)Cn1c(SC(C)C(=O)Nc2ccc(N3CCOCC3)cc2)nc2ccccc21 (configuration not stated),-1,12,-3,1.4,0,18,21,-5
O=C(CN1C(=O)S/C(=C\C=C\c2ccccc2)C1=O)Nc1cccc(O)c1,27*,2,-13,2.6,-1,-4,-86,2
CC(C)C(=O)N1CCC(c2nc(-c3ccc(S(=O)(=O)N4CCCC4)cc3)no2)CC1,-2,-7,-6,-0.4,-4,0,10,-14
CCOc1ccc(S(=O)(=O)NCCC(=O)NCC(c2cccs2)N2CCOCC2)cc1 (configuration not stated),-1,3,-8,0.3,0,-6,8,0
CCCOc1ccc(/C(O)=C2/C(=O)C(=O)N(CCN(C)C)C2c2ccc(OC)c(OC)c2)cc1 (configuration not stated),-6,-14,-12,-0.7,2,-3,23,2
Cc1ccc(Cl)cc1NC(=S)N(CCN(C)C)Cc1cccs1,-1,-1,16,1.1,3,2,18,-6
O=C(Cc1csc(NC(=O)c2ccc(F)cc2)n1)NO,0,-6,1,0.4,-4,-7,15,-11
O=C(CSc1ccccn1)N/N=C/c1cccc([N+](=O)[O-])c1,4,4,11,-0.2,0,-2,1,35
O=C(COc1ccc2ccccc2c1)NC1=NCCS1,3,-18,8,-3.1,2,0,21,1

# Sorted by molar mass (ascending): part of the list above
SMILES,GRIN3A LBD mod,ATG4B inh,SENP6 block,MPTP inh,SENP7 inh,HKDC1 inhibitor,SENP8 block,PfG6PD inh
O=C(COc1ccc2ccccc2c1)NC1=NCCS1,3,-18,8,-3.1,2,0,21,1
O=C(CN1C(=O)S/C(=C\C=C\c2ccccc2)C1=O)Nc1cccc(O)c1,27*,2,-13,2.6,-1,-4,-86,2
CC(C)Cn1c(SC(C)C(=O)Nc2ccc(N3CCOCC3)cc2)nc2ccccc21 (configuration not stated),-1,12,-3,1.4,0,18,21,-5
COc1ccc(CN2C(=O)c3cccnc3C2=O)cc1S(=O)(=O)N1CC(C)CC(C)C1 (configuration not stated),0,-3,9,0.3,5,-6,2,-26
CCOc1ccc(S(=O)(=O)NCCC(=O)NCC(c2cccs2)N2CCOCC2)cc1 (configuration not stated),-1,3,-8,0.3,0,-6,8,0

# (continued)
SMILES,GRIN3A LBD mod,ATG4B inh,SENP6 block,MPTP inh,SENP7 inh,HKDC1 inhibitor,SENP8 block,PfG6PD inh
CCOC(=O)Cc1c(C)nc2cc(C)nn2c1C,-1,3,-5,-1.4,-2,1,-26,-13
Cc1ccc(CNC(=O)c2cccc3c2C(=O)c2ccc(N4CCC(C)CC4)cc2S3(=O)=O)cc1,0,-14,-2,0.7,6,-8,-6,-7
COc1ccc(CNC(=O)CN2CCC(C(=O)c3ccc(OC)cc3)CC2)cc1,-2,-18,-1,-0.8,-2,-15,14,-3
Cc1cc(NC(=O)c2ccccc2)n(C(C)(C)C)n1,0,-6,11,1.5,1,-2,14,-4
O=C(CCCSc1nc2sc3c(c2c(=O)[nH]1)CCC3)NCCCO,1,-9,-30,-1.1,-7,3,-44,-9
O=C(CCc1ccc(S(=O)(=O)N2CCOCC2)cc1)Nc1cc(Cl)ccc1N1CCOCC1,-2,-3,3,-0.9,4,-5,8,-6
Cc1c(/C=C2\NC(=O)NC2=O)c2ccccc2n1C,1,3,-6,1.1,-4,-1,-1,-16
Cc1ccccc1NC(=O)c1ccc(S(=O)(=O)N2CCCC2)cc1,1,-2,4,-0.9,-3,-4,6,-11
CC(=O)c1nn(-c2cccc(Br)c2)cc1C(=O)c1ccccc1,-1,-11,2,2.6,-2,-8,14,19
COCc1cc(/C=N\NC(=O)Cc2ccc(OC)cc2)ccc1OC,4,-1,-12,1.3,5,-7,13,-5
COc1ccccc1NC(=O)O/N=C(\N)c1ccccc1,0,2,-15,2.0,-4,-6,14,4
COc1ccc(Oc2cc(F)nc(N)n2)cc1,1,0,-19,-1.3,9,0,10,-4
Cc1cc([N+](=O)[O-])nn1CC(=O)NCc1nc2ccccc2[nH]1,1,-9,4,0.4,5,-9,10,12
COc1ccccc1/C=C/C=N/NC(=O)c1cc(-c2ccc(C)o2)[nH]n1,10,-12,-18,7.1,-2,3,-93,44
Cc1cccc(OCc2nnc(SCC(=O)N3c4ccccc4Sc4ccc(Cl)cc43)o2)c1,7,-13,3,1.2,8,-3,10,-5
CCOc1ccc(C(=O)NCC(=O)OCC(=O)N2CCCCC2)cc1,3,-11,0,0.5,-1,-1,6,13
COc1cccc2cc(-c3ccccc3)oc12,0,-15,34,0.8,8,-1,-42,-3
COC(=O)c1ccc(NC(=O)COc2ccc([N+](=O)[O-])cc2)cc1,3,-7,-1,4.5,2,-5,15,-2
COc1cc2nc(Nc3ccc(F)cc3)nc(N)c2cc1OC,9,-2,63*,-1.3,67*,-3,-321,21
O=C(C[n+]1ccccc1)Nc1ccccc1Br,1,9,-10,-1.5,3,13,9,-8
COc1cc(/C=C(\C#N)c2nc3ccccc3n2C)cc(OC)c1O,0,-5,-6,-9.1,6,3,-58,14
Cc1oc2cc3oc(=O)c(CC(=O)NCCCC(=O)O)c(C)c3cc2c1C,2,-1,4,-0.2,-2,-3,-291,3
CCOC(=O)c1ccc(NC(C)=O)c([N+](=O)[O-])c1,0,3,-3,-0.1,5,-3,13,0
COc1ccc(-n2c(CN3CCN(Cc4ccccc4)CC3)nc3ccc([N+](=O)[O-])cc3c2=O)c(OC)c1,0,-3,5,-0.6,5,2,34,12
COc1cc(SC)ccc1C(=O)Nc1ccc2ncccc2c1,8,-24,94*,-0.2,88*,-2,-23,81*
CCC[C@@H](CN1CCC[C@H]1CN1C(N)=NC[C@H]1CC(C)C)N1C[C@@H]([C@H](C)CC)N(CCc2ccc(Cl)c(Cl)c2)C1=N,-2,8,-7,4.1,9,-4,8,12
COCCNC(=O)CN1N=C(c2ccc(OC)cc2)CCC1=O,1,0,-14,-0.6,-3,-3,28,-6
O=C(NC(=O)c1ccccc1)Nc1ccccn1,.,.,99*,-2.4,100*,.,3,.
N#Cc1c(C(F)(F)F)cc(-c2ccccc2)nc1SCc1nc(N)nc(N2CCOCC2)n1,16*,-6,0,-2.2,5,-10,-84,8
COCc1[nH][nH]c(=O)c1C=Nc1ccc(OC(F)(F)F)cc1,0,-9,3,1.1,-4,16,9,2
CSc1ccc(C2NC(=O)c3ccccc3N2)cc1 (configuration not stated),-1,-1,17,1.2,13,-4,-483,0
O=C(COc1ccc(F)cc1)NCC1CCCO1 (configuration not stated),-1,-2,3,2.0,1,1,12,-10
C[C@H]1CN=C(Nc2ccccc2)N1CCCC1CCCCC1,0,-6,-16,1.6,-8,-5,4,9
CN(C(=O)CSc1nnc2ccccn12)C1CCS(=O)(=O)C1 (configuration not stated),0,-3,-18,1.3,-2,-4,-29,-4
COc1ccc(-c2ccc(S(=O)(=O)NCC3CCCO3)cc2)cc1 (configuration not stated),-2,-7,-23,17,-10,4,-21,-2
COC(=O)c1sc(=S)sc1C(=O)OC,-1,-5,-20,-0.2,1,-9,40,22
COc1ccc(OC)c(-c2csc(NC(=O)C3=NNC(=O)CC3)n2)c1,-3,-15,-2,0.0,3,-9,-2,3
Cc1c(Cl)c([N+](=O)[O-])nn1CC(=O)NC(C)C1CC2CCC1C2 (configuration not stated),-9,23,-3,1.5,-1,-2,16,0
O=C(CSc1nc2ccccc2c(=O)n1-c1ccc(F)cc1)Nc1cc(S(=O)(=O)N2CCOCC2)ccc1Cl,0,-4,3,-0.4,2,7,3,4
CC(=O)Nc1ccc(S(=O)(=O)N2CCC(N3CCCCCC3)CC2)cc1,2,5,5,-0.2,-2,-5,8,5
Cc1ccc(-c2csc(=S)[nH]2)cc1,-16,-2,-10,0.8,3,-4,-3,24
O=C(CC1SC(N2CCCCC2)=NC1=O)Nc1ccc(C(=O)Nc2ccccc2)cc1 (configuration not stated),0,5,0,-1.3,1,-5,10,-8
COc1ccc(-c2ccc(OC)c([C@H]3[C@H]4C=CC[C@@H](C)[C@@H]4C(=O)N3Cc3ccccc3)c2)cc1C,0,-4,-9,5.1,7,1,5,18
O=C(COC(=O)c1cc(S(=O)(=O)N2CCOCC2)ccc1O)Nc1ccc2c(c1)OCO2,-1,-23,8,0.0,-1,0,-334,2
CCOC(=O)C1=C(COC(=O)/C=C/c2cccc(OC)c2)NC(=O)NC1C (configuration not stated),2,-4,3,0.4,-4,-1,-338,-5
COc1cc(C(CC(=O)Nc2ccc(Cl)cn2)N2Cc3ccccc3C2=O)cc(OC)c1OC (configuration not stated),-1,-2,5,-0.1,-1,-2,20,9
COc1ccc(C(NC(C)=O)c2ccc3cccnc3c2O)c(OC)c1 (configuration not stated),-3,6,17,1.1,5,-15,26,-18

# Assay outcomes deposited in PubChem by Sanford-Burnham Center for Chemical Genomics.
